phage Ecoli inh: E. coli growth loss with phage present | 360,000 tested, 0.26% active | growth absorbance | inhibition, % at 11.9 µM; in the data active means inhibition above about 11%
E coli growth: counter-screen for AddAB inhibitors: E. coli growth inhibition | AID 449728 | inhibition, % at 11.9 µM | 330,000 tested, 0.27% active | E. coli V3065 growth, OD600 absorbance, 18 h;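 active means inhibition above the campaign's mean inhibition across all tested compounds plus 3 SD, cut at about 9.9% in these data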;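 further: uninfected addAB+ strain grown without phage in ampicillin broth; 0% = DMSO wells and 100% = ciprofloxacin 0.95 µg/ml wells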
Wnt bcat act: activates Wnt/beta-catenin signaling in a reporter cell assay; activation, % at 9.35 µM; activator, plate reader; 300,000 tested, 1.2% active; in the data active means activation above about 30%, passing the limit was not always enough;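 further: 0% = neutral control wells and 100% = positive control wells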
SR-BI uptake up: activators of SR-BI mediated HDL lipid uptake; activation, % at 12.5 µM; CHO ldlA[mSR-BI] cells, DiI-HDL uptake fluorescence, 3 h; 100 = double the neutral-control signal; AID 504775; 320,000 tested, 0.096% active;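 active means mean replicate activation of at least 60% and every replicate at or above 60%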;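 further: 0% = median plate neutral-control signal and 100% = twice that signal; values of inactives mirror those of a sister screen read the other way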
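Material – SR-BI-overexpressing, LDLR-lacking CHO cells · Medium – BSA-supplemented, HEPES-buffered Ham's F12, pH 7.4 · Doses – single concentration · Times – compound with DiI-HDL co-incubation, 3 h at 37 °C · Measured by – bottom-read fluorescence, 550/595 nm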
MITF TRPM1 HTS: MITF TRPM1 promoter activation in melanoma cells. AID 588334. activation, % at 12.5 µM. SK-MEL-5 TRPM1-promoter luciferase, 24 h; % of positive control, neutral wells = 0. 300,000 tested, 0.75% active;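 active means mean activation of at least 80% with every replicate also reaching 80%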;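 further: 0% = neutral control wells and 100% = parthenolide positive control wells; values of inactives mirror those of a sister screen read the other way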
AddAB inh: less growth of phage-infected E. coli with AddAB; E. coli expressing H. pylori AddAB, absorbance growth; 330,000 tested, 0.29% active; inhibition, % at 11.9 µM; in the data active means inhibition above about 12%;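 further: 0% = vehicle wells of infected cells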
SR-BI DiI inh: blocks mouse SR-BI lipid uptake from DiI-HDL; Q61009; ldlA[mSR-BI] CHO cells, DiI-HDL uptake fluorescence, 3 h; inhibition, % at 12.5 µM; 320,000 tested, 0.96% active;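 active means mean replicate inhibition of at least 70% and a set share of replicates each scoring 70 or more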;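 further: 0% = median of neutral control wells and 100% = median of positive control wells; values of inactives mirror those of a sister screen read the other way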
Target sequence (Q61009 whole entry, looked up): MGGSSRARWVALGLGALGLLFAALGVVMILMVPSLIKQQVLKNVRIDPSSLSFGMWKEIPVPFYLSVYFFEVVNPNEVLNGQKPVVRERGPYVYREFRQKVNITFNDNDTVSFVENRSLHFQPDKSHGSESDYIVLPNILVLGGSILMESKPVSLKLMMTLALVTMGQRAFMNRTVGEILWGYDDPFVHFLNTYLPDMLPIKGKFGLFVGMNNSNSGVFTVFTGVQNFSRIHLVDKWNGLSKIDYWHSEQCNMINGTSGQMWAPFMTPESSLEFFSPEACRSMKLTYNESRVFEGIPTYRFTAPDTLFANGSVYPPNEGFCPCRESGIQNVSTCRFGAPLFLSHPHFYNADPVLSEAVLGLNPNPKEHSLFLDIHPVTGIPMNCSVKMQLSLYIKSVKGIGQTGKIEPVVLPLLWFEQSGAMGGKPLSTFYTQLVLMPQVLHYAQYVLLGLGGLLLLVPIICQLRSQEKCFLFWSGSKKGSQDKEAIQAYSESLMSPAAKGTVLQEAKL
CAL PDZ FP-1: inhibitors of human CAL PDZ peptide binding; AID 504414; 330,000 tested, 0.02% active; purified CAL PDZ, TMR-peptide fluorescence polarization, 1 h; inhibition, % at 20 µM;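 active means highest replicate inhibition of at least 40%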;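 further: plate controls were DMSO neutral control wells for no effect and unlabeled competitor peptide control wells for full effect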
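Material: tagged CAL PDZ protein CerCALP, purified; buffer or medium: sodium phosphate/NaCl buffer pH 7.4 with TCEP, IgG, Thesit; also added: fluorescent TMR peptide probe; schedule: 1 h incubation at room temperature before polarization reading; technique: fluorescence polarization from S- and P-plane intensities, G-factor corrected; control set: unlabelled peptide and DMSO controls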
Tat export inh: blocks Tat-dependent protein export in E. coli. E. coli MC4100 TorA-mCherry Tat export, fluorescence. inhibition, % at 10 µM. 340,000 tested, 0.036% active;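 active means mean replicate inhibition at least 50% and at least half of replicates individually reaching 50%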;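 further: exported cargo escapes ClpAP degradation while cytoplasmic cargo is degraded and loses fluorescence; 0% = median of neutral control wells and 100% = median of NaSCN control wells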
CAL PDZ FP-2: blocks peptide binding to the human CAL PDZ domain; inhibition, % at 24.9 µM; 300,000 tested, 0.92% active; AID 602252; Q9HD26; purified CAL PDZ, TMR-peptide fluorescence polarization, 1 h;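 active means mean inhibition of at least 30% with at least half of replicates also reaching 30%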;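 further: 0% = DMSO neutral control and 100% = excess unlabeled competitor peptide PRC23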
An asterisk follows results filed as active.

For CC(=O)Nc1ccc(CN2CCN(CCC(C)C)C(CCO)C2)cc1 (centres undefined) the results were phage Ecoli inh 0.8, E coli growth 2.7, Wnt bcat act -3, SR-BI uptake up 9, MITF TRPM1 HTS -4, AddAB inh -0.4, SR-BI DiI inh -9, CAL PDZ FP-1 -2.3, Tat export inh 2 and CAL PDZ FP-2 6.
Cc1c(-n2c(SCC(=O)C(C)(C)C)nc3ccccc3c2=O)c(=O)n(-c2ccccc2)n1C was read as phage Ecoli inh 1.8, E coli growth -0.5, Wnt bcat act -3, SR-BI uptake up -6, MITF TRPM1 HTS -1, AddAB inh 3.2, SR-BI DiI inh 6, CAL PDZ FP-1 -1.5, Tat export inh -8 and CAL PDZ FP-2 1.
Cc1cc(C)nc(SCc2cn3cc(Cl)ccc3n2)n1 was read as phage Ecoli inh 0.7, E coli growth -1.9, Wnt bcat act 3, SR-BI uptake up -22, MITF TRPM1 HTS 17, AddAB inh 0.0, SR-BI DiI inh 22, CAL PDZ FP-1 -0.4, Tat export inh 2 and CAL PDZ FP-2 -3.
`CC(NC(=O)CCc1nnc(C2CCCCC2)o1)c1ccc(F)cc1` (centres undefined) gave phage Ecoli inh 4.4, E coli growth -3.0, SR-BI uptake up 4, MITF TRPM1 HTS -2, AddAB inh 0.8, SR-BI DiI inh -4, CAL PDZ FP-1 -1.0, Tat export inh 7 and CAL PDZ FP-2 3.
`CCN(CC)c1ccc(C=Nc2ccccc2)c(O)c1` gave phage Ecoli inh -1.0, E coli growth 0.1, SR-BI uptake up 1, MITF TRPM1 HTS -10, AddAB inh 1.6, SR-BI DiI inh -1, CAL PDZ FP-1 -0.9 and Tat export inh 3.
`CCC(C)NC(=O)C(Cc1ccccc1)NS(=O)(=O)c1ccc2c(c1)CCC(=O)N2` (centres undefined) gave phage Ecoli inh 4.1, E coli growth -1.0, Wnt bcat act -1, SR-BI uptake up 2, MITF TRPM1 HTS -1, AddAB inh 3.9, SR-BI DiI inh -2, CAL PDZ FP-1 -0.4 and Tat export inh -1.
Screening CCCc1nn2c(=O)cc(CSCC(=O)Nc3ccccc3OC)nc2s1 returned phage Ecoli inh 3.4, E coli growth 0.4, Wnt bcat act 3, SR-BI uptake up 2, MITF TRPM1 HTS 4, AddAB inh 1.2, SR-BI DiI inh -2, CAL PDZ FP-1 1.1, Tat export inh -3 and CAL PDZ FP-2 -11.
Clc1ccc(OCc2nn3c(-c4ccccc4)nnc3s2)c(Cl)c1 was read as phage Ecoli inh 3.4, E coli growth -1.1, SR-BI uptake up 9, MITF TRPM1 HTS 17, AddAB inh -0.9, SR-BI DiI inh -9, Tat export inh -2 and CAL PDZ FP-2 -6.
For CN(C)C(CNC(=O)CSc1nc2sc3c(c2c(=O)n1C)CCCC3)c1ccccc1 (centres undefined) the results were phage Ecoli inh 0.6, E coli growth 1.8, Wnt bcat act -2, SR-BI uptake up 23, MITF TRPM1 HTS 5, AddAB inh 1.9, SR-BI DiI inh -23, CAL PDZ FP-1 -0.8, Tat export inh -5 and CAL PDZ FP-2 -5.
For CSCCC(NS(=O)(=O)c1ccc(Cl)cc1)C(=O)OCC(=O)N(C(C)C)C(C)C (centres undefined) the results were phage Ecoli inh 2.0, E coli growth -0.5, Wnt bcat act -1, SR-BI uptake up -10, MITF TRPM1 HTS 9, AddAB inh -0.1, SR-BI DiI inh 10, Tat export inh -4 and CAL PDZ FP-2 -3.
CCCn1c2ccccc2c2cnn(CC(=O)NCCN(C)C)c(=O)c21 was read as phage Ecoli inh -2.9, Wnt bcat act -2, SR-BI uptake up 0, MITF TRPM1 HTS 1, SR-BI DiI inh 0, Tat export inh -12 and CAL PDZ FP-2 -3.
`COc1ccc(C(=O)NNC(=S)NC(=O)c2cccs2)cc1` gave phage Ecoli inh 3.0, E coli growth 0.1, Wnt bcat act -6, SR-BI uptake up 15, MITF TRPM1 HTS -7, AddAB inh 6.3, SR-BI DiI inh -15, CAL PDZ FP-1 -4.2, Tat export inh -12 and CAL PDZ FP-2 0.
Cc1ccc(C(=O)NCc2ccco2)cc1[N+](=O)[O-] was read as phage Ecoli inh 0.0, E coli growth -0.1, Wnt bcat act 23, SR-BI uptake up -2, MITF TRPM1 HTS -4, AddAB inh 3.4, SR-BI DiI inh 2, CAL PDZ FP-1 -3.6, Tat export inh 1 and CAL PDZ FP-2 1.
Screening COCCN(C(=S)Nc1ccc(C)cc1C)C(C)c1cccs1 (centres undefined) returned phage Ecoli inh 0.3, E coli growth -1.6, Wnt bcat act 4, MITF TRPM1 HTS -2, AddAB inh -0.1, CAL PDZ FP-1 -0.5, Tat export inh 0 and CAL PDZ FP-2 14.
For O=C(c1ccco1)N1CCN(Cc2ccccc2Br)CC1 the results were phage Ecoli inh 2.0, E coli growth 2.3, Wnt bcat act 3, MITF TRPM1 HTS 45, AddAB inh 4.6, CAL PDZ FP-1 -3.7, Tat export inh 7 and CAL PDZ FP-2 2.
Screening COc1ccc(-c2nn(-c3ccccc3)cc2CO)cc1OC returned phage Ecoli inh -1.5, E coli growth 0.9, Wnt bcat act -2, SR-BI uptake up -46, MITF TRPM1 HTS 6, AddAB inh 0.7, SR-BI DiI inh 46, CAL PDZ FP-1 -2.1, Tat export inh -4 and CAL PDZ FP-2 1.
`Cc1ccc(C)c(S(=O)(=O)N2CCN(C(=O)c3ccc(C)s3)CC2)c1` gave phage Ecoli inh 2.3, E coli growth -1.8, Wnt bcat act 0, SR-BI uptake up -13, MITF TRPM1 HTS -1, AddAB inh 5.0, SR-BI DiI inh 13, CAL PDZ FP-1 -3.2, Tat export inh 4 and CAL PDZ FP-2 -4.
For O=C(CC12CC3CC(CC(C3)C1)C2)Nc1ccc2c(c1)COC2=O the results were phage Ecoli inh 0.8, E coli growth 1.5, Wnt bcat act 1, SR-BI uptake up -16, MITF TRPM1 HTS -7, AddAB inh -0.8, SR-BI DiI inh 16, CAL PDZ FP-1 -2.6, Tat export inh 6 and CAL PDZ FP-2 -1.
`COC(=O)c1c(C)oc2ccc(NS(=O)(=O)c3cccs3)cc12` gave phage Ecoli inh 4.2, E coli growth 1.2, Wnt bcat act -4, SR-BI uptake up 12, AddAB inh 0.7, SR-BI DiI inh -12, CAL PDZ FP-1 -1.6, Tat export inh 1 and CAL PDZ FP-2 -2.
For CC(=O)N1CCN(c2ccc(NC(=O)c3cc4ccccc4o3)cc2)CC1 the results were phage Ecoli inh 0.9, E coli growth -0.2, Wnt bcat act 3, SR-BI uptake up -19, MITF TRPM1 HTS 8, AddAB inh 1.1, SR-BI DiI inh 19, CAL PDZ FP-1 0.0, Tat export inh 19 and CAL PDZ FP-2 -2.
Screening O=c1oc2ccccc2c(O)c1CN1CCCCC1 returned phage Ecoli inh 2.5, E coli growth 2.2, SR-BI uptake up 1, AddAB inh 1.3, SR-BI DiI inh -1, CAL PDZ FP-1 -0.3, Tat export inh 6 and CAL PDZ FP-2 1.
`Cc1ccc(-c2nnnn2CS(=O)(=O)c2ccccc2)cc1` gave phage Ecoli inh 0.9, E coli growth 2.3, SR-BI uptake up 11, MITF TRPM1 HTS 11, AddAB inh 0.3, SR-BI DiI inh -11, CAL PDZ FP-1 -2.8, Tat export inh 7 and CAL PDZ FP-2 -2.
For O=[N+]([O-])c1ccc(C2CCCC/C2=N/OCc2ccc(F)cc2)c([N+](=O)[O-])c1 (centres undefined) the results were phage Ecoli inh 3.6, E coli growth 0.3, SR-BI uptake up -19, AddAB inh 2.6, SR-BI DiI inh 19, CAL PDZ FP-1 -0.9, Tat export inh 4 and CAL PDZ FP-2 -7.
Screening CCOC(=O)c1c(NC(=O)CSc2nnc(C)s2)sc2c1CCCCC2 returned phage Ecoli inh 2.1, E coli growth -1.5, Wnt bcat act 0, SR-BI uptake up 5, MITF TRPM1 HTS -6, AddAB inh 1.6, SR-BI DiI inh -5, Tat export inh 12 and CAL PDZ FP-2 -2.
Screening CC(=O)N1N=C(c2ccc(NS(=O)(=O)c3ccccc3)cc2)CC1c1ccco1 (centres undefined) returned phage Ecoli inh 1.1, E coli growth 0.7, Wnt bcat act -7, SR-BI uptake up -12, MITF TRPM1 HTS -8, AddAB inh -0.1, SR-BI DiI inh 12, CAL PDZ FP-1 -0.7, Tat export inh 2 and CAL PDZ FP-2 -2.
For CCN(CC)S(=O)(=O)c1cccc(NC(=O)COC(=O)c2n[nH]c(=O)c3ccccc23)c1 the results were phage Ecoli inh 3.6, E coli growth -1.4, Wnt bcat act -13, SR-BI uptake up -4, MITF TRPM1 HTS -10, AddAB inh 2.8, SR-BI DiI inh 4, CAL PDZ FP-1 -3.9, Tat export inh -7 and CAL PDZ FP-2 -3.
For Cc1ccc(CN2CC(C(=O)N3CCN(S(=O)(=O)c4ccccc4)CC3)CC2=O)cc1 (centres undefined) the results were phage Ecoli inh 4.1, Wnt bcat act -1, SR-BI uptake up 11, MITF TRPM1 HTS 3, SR-BI DiI inh -11, CAL PDZ FP-1 -2.4, Tat export inh 4 and CAL PDZ FP-2 -2.
Screening Cc1ccc2c(ccc(=S)n2C)c1 returned phage Ecoli inh 5.7, E coli growth 0.5, Wnt bcat act -3, SR-BI uptake up 12, MITF TRPM1 HTS -8, AddAB inh 1.0, SR-BI DiI inh -12, CAL PDZ FP-1 -0.5, Tat export inh 5 and CAL PDZ FP-2 -3.
Screening CCCOc1ccccc1C(=O)N(Cc1cccc(Br)c1)C1CCS(=O)(=O)C1 (centres undefined) returned phage Ecoli inh 2.6, E coli growth -0.1, Wnt bcat act 1, SR-BI uptake up -7, MITF TRPM1 HTS 3, AddAB inh 2.2, SR-BI DiI inh 7, CAL PDZ FP-1 -1.4, Tat export inh 5 and CAL PDZ FP-2 1.
For CC(=O)N1CCC(N2CCN(Cc3ccc(C)cc3)C(CCO)C2)CC1 (centres undefined) the results were phage Ecoli inh 1.1, E coli growth -2.3, Wnt bcat act 2, SR-BI uptake up 2, MITF TRPM1 HTS -8, AddAB inh 1.6, SR-BI DiI inh -2, CAL PDZ FP-1 -0.1, Tat export inh -8 and CAL PDZ FP-2 0.

Retrieved by structure from the list above (three):
`Cc1ccc(-c2nnnn2CS(=O)(=O)c2ccccc2)cc1` gave phage Ecoli inh 0.9, E coli growth 2.3, SR-BI uptake up 11, MITF TRPM1 HTS 11, AddAB inh 0.3, SR-BI DiI inh -11, CAL PDZ FP-1 -2.8, Tat export inh 7 and CAL PDZ FP-2 -2.
Screening Cc1ccc2c(ccc(=S)n2C)c1 returned phage Ecoli inh 5.7, E coli growth 0.5, Wnt bcat act -3, SR-BI uptake up 12, MITF TRPM1 HTS -8, AddAB inh 1.0, SR-BI DiI inh -12, CAL PDZ FP-1 -0.5, Tat export inh 5 and CAL PDZ FP-2 -3.
For CCN(CC)S(=O)(=O)c1cccc(NC(=O)COC(=O)c2n[nH]c(=O)c3ccccc23)c1 the results were phage Ecoli inh 3.6, E coli growth -1.4, Wnt bcat act -13, SR-BI uptake up -4, MITF TRPM1 HTS -10, AddAB inh 2.8, SR-BI DiI inh 4, CAL PDZ FP-1 -3.9, Tat export inh -7 and CAL PDZ FP-2 -3.

Bioassay records: PubChem, several laboratories
